Yfh1-off respiration: enhancers of respiration in Yfh1-depleted yeast, dose response, Friedreich's ataxia, plus single-dose screen (AID 1465) | S. cerevisiae Yfh1-off respiration, WST-1 reduction, 72 h; higher fold induction means a stronger effect | fold induction at 50 µM, or EC50 in µM where a hit was titrated | 0.074% of 220,000 active;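 active = fold induction of absorbance versus untreated yeast above a set limit, then at least 30% activation at any dose in follow-up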;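 also: activators that raise dye reduction in frataxin-depleted yeast; strong numbers were not always called active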
Ins promoter up: MIN6 insulin promoter up-regulation. AID 1625. 0.3% of 190,000 active. MIN6 insulin promoter-GFP reporter, high-content imaging; active compounds read high. z-score at 5 µM;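 active = z-score above 3 at 5 µM with at least 500 cells counted in the well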
WT yeast gro inh: growth inhibition of WT yeast, mitochondrial fusion screen. mitochondrial fusion phenotypic screen, WT strain. inhibition, % at 10 µM. 2.1% of 190,000 active; in the data active = inhibition above about 58%; tested in S. cerevisiae
Autophagy mod: modulators of autophagy | 0.98% of 190,000 active | MEF GFP-LC3 puncta imaging; test concentration mostly 10 µM | AID 463193 | calls only at 10 µM (by protocol);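 active = percentage of spot-positive cells more than 3 SD above its plate mean, without a fluorescence outlier flag or 80% toxicity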;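 also: spot-positive cell cutoff set from DMSO-treated cells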
bCat nuc transl: beta-catenin nuclear translocation modulation | HeLa beta-catenin nuclear translocation, immunofluorescence imaging | nuclear translocation activity, % at 5 µM | 0.3% of 190,000 active | AID 1665;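 active = nuclear translocation activity above 50% at 5 µM, with a well cell count of 50 or more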;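 also: per-cell ratio of nuclear to cytoplasmic median beta-catenin stain intensity; plate controls were DMSO negative control for no effect and GSK-3 inhibitor IX positive control for full effect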
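Read-out: Nuclear/cytoplasmic beta-catenin signal ratio, % activation | Assay system: Human HeLa cell line | Times: 24 h compound exposure at 37°C, 5% CO2 | Signal: Fluorescence imaging of beta-catenin antibody stain plus DAPI | Dosing: 5 µM primary, 0.02–20 µM confirmation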
MT stabilize HCS: microtubule stabilization, imaging screen; HeLa tubulin immunostaining HCS, 24 h; share of cells brighter than vehicle mean+2SD; 0.83% of 200,000 active; % tubulin-high responders, % at 10 µM;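 active = plate Z-score above 3 for both tubulin-high and condensed-nucleus cell shares, with cell loss under 80%, at 10 µM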;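 also: anti alpha tubulin signal scored within the nucleus-defined area of each cell; some results filed as inactive read as strong as hits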
Dynein cargo inh: blocks dynein driven cargo transport along microtubules. 3617.4 mouse cells, GR-EGFP nuclear translocation imaging; test concentration mostly 20 µM; stimulated with dexamethasone, 1 µM; active compounds read low. z-score, hits read low. 0.47% of 220,000 active. AID 1381;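 active = plate z-score of nuclear minus cytoplasmic receptor signal below a set negative limit, without overly bright fluorescence or cell loss, cut at about -3.5 in these data, passing the limit was not always enough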;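 also: z-score of nuclear minus cytoplasmic ring GR-EGFP intensity difference per well; some compounds called inactive have numbers as strong as hits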
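Buffer or medium: tet-free medium with charcoal-stripped serum / Also added: dexamethasone agonist, 1.0 µM final, for 30 min / Timing: induction 48 h, compound 1 h, agonist 30 min / Measured by: high-content fluorescence imaging after fixation / Read-out: nuclear-to-cytoplasmic GR-EGFP distribution per well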
Lipid droplet: modulators of hepatic lipid droplet formation | AML12 mouse hepatocytes, oleate lipid droplets, BODIPY imaging | inhibition, % at 6.5 µM | 0.4% of 240,000 active | AID 1656;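 active = lipid droplet intensity inhibited by at least 50%, with more than 500 cells counted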
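System: AML12 hepatocytes (mouse). Probe or stimulus: oleic acid at 100 µM to induce lipid droplet formation. Times: overnight treatment with compound plus oleate. Detection: Image-based BODIPY and DAPI two-channel analysis. Evaluation: percent inhibition of filter-corrected integrated lipid droplet intensity per well.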
HEK293 NOD2/NF-kB: NOD2 signaling inhibitors, cell-based, luminescence, uHTS, HEK293 (AID 1566); inhibition, % at 4 µM, or EC50 in µM where a hit was titrated; 0.63% of 290,000 active; HEK293 NOD2/NF-kB luciferase reporter, luminescence; higher % means a stronger effect; in the data active = inhibition above about 50%; also: many of its hits are not listed in these tables
WT yeast gro inh mutant strain: recorded beside WT yeast gro inh, whose call it bears; inhibition, %; mitochondrial fusion phenotypic screen, mutant strain inhibition
Dynein cargo inh cytoplasmic EGFP: also measured in Dynein cargo inh; calls as there; z-score; measured here: cytoplasmic GR-EGFP intensity; active compounds read high
Dynein cargo inh nuclear GR-EGFP: further read-out of Dynein cargo inh, marked with its call; z-score; measured here: nuclear GR-EGFP intensity;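 lower value marks the stronger effect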
Dynein cargo inh cell count: second read-out of Dynein cargo inh, no call of its own (marks repeat the call); z-score; measured here: cell count per field
Ins promoter up cell count: also measured in Ins promoter up; calls as there; cell count; measured here: cytotoxicity, nuclei count;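 total cells summed across four imaged fields per well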
Lipid droplet cells 6.5 µM: also measured in Lipid droplet; calls as there; cell count; measured here: cell count, cytotoxicity flag;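 cells counted across two imaged fields per well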
bCat nuc transl cell count 5 µM: also measured in bCat nuc transl; calls as there; cell count; measured here: cell count, cytotoxicity flag
MT stabilize HCS Hoechst-high %: further read-out of MT stabilize HCS, marked with its call; % Hoechst-high responders; measured here: nuclear condensation Hoechst responders;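 share of cells brighter than vehicle mean plus two SD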
MT stabilize HCS cytotoxicity %: further read-out of MT stabilize HCS, marked with its call; toxicity, %; measured here: cytotoxicity by cell density;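 0% = mean cell density of plate MIN control wells and 100% = no cells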
Autophagy mod cell loss 18 h: second read-out of Autophagy mod, no call of its own (marks repeat the call); toxicity, %; measured here: cell loss, nuclei count;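 cell loss after 18 h compound exposure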
* marks the source's active call; other numbers are inactive results; i = inactive; . = not tested or not shown.

SMILES | Yfh1-off respiration | Ins promoter up | Ins promoter up cell count | WT yeast gro inh | WT yeast gro inh mutant strain | Autophagy mod | Autophagy mod cell loss 18 h | bCat nuc transl | bCat nuc transl cell count 5 µM | MT stabilize HCS | MT stabilize HCS Hoechst-high % | MT stabilize HCS cytotoxicity % | Dynein cargo inh | Dynein cargo inh cytoplasmic EGFP | Dynein cargo inh nuclear GR-EGFP | Dynein cargo inh cell count | Lipid droplet | Lipid droplet cells 6.5 µM | HEK293 NOD2/NF-kB
CC1=C(C)C(C)=C(C#N)C(=C(C#N)C#N)N1 | i | 0.14 | 969 | . | . | . | . | -0.1 | 1316 | . | . | . | -1.1 | 0.21 | -0.16 | 1.5 | -7 | 700 | 3%
Cc1nc(SCC(=O)Nc2ccnc3ccccc23)n[nH]1 | i | 0.69 | 752 | 18 | 6 | i | 0 | . | . | 2.0 | 1.3 | 8.2 | 0.019 | 0.017 | 0.34 | -0.016 | -1 | 817 | 18%
CCOc1ccc(/C=c2\sc3nc(-c4ccco4)nn3c2=O)cc1OCC | i | 0.56 | 1957 | -5 | -11 | i | 10 | 0.2 | 1089 | 4.7 | 2.9 | 23 | 1.7 | -0.019 | 1.2 | -0.86 | -5 | 653 | 7%
Cc1ccc(C(=O)NC(=S)N2CC(C)OC(C)C2)cc1[N+](=O)[O-] (stereo not drawn) | . | 0.66 | 1522 | -4 | 16 | i | -8 | -0.9 | 1425 | 2.0 | 1.9 | 5.7 | -0.69 | 0.4 | -0.41 | 0.33 | . | . | 8%
CC(C)CC(NC(=O)C1CCC(C)CC1)C(=O)Nc1ccc2c(c1)OCCO2 (stereo not drawn) | i | -0.93 | 932 | 3 | -2 | i | 10 | -0.5 | 1176 | 5.2 | 2.2 | 8.3 | 1.6 | -0.23 | 0.97 | -1.1 | . | . | -8%
COc1cc(/C=N/NC(=O)c2cc3ccccc3cc2O)ccc1OCCN1CCCCC1 | i | 0.67 | 1322 | -3 | 18 | i | -3 | -1.7 | 992 | 3.1 | 1.8 | 9.3 | -1.4 | 0.92 | -0.14 | 0.34 | -1 | 681 | 7%
CCOc1nc(SC(C(C)=O)C(=O)Nc2ccccc2)nc(N(C)C)n1 (stereo not drawn) | i | -0.26 | 1254 | -22 | -13 | i | -1 | -1.1 | 512 | 2.0 | 0.5 | 7.4 | -0.81 | -0.19 | -0.13 | 0.22 | 3 | 756 | 0%
CC(=O)Nc1ccc(S(=O)(=O)Nc2nc3ccccc3s2)cc1 | i | 0.3 | 957 | 2 | 6 | i | -2 | -0.4 | 1149 | 1.3 | 1.4 | 3.6 | -1 | -0.38 | -0.33 | 1 | -1 | 751 | -7%
CCC12CN3CC(CC)(CN(C1)C3c1ccc(OC(C)C)cc1)C2=O (stereo not drawn) | i | -0.47 | 1123 | -22 | -15 | i | -4 | . | . | 3.6 | 1.7 | 1.9 | -0.76 | -0.24 | -0.51 | 0.21 | -9 | 751 | 2%
CCC1CCCCN1C(=S)NC(=O)c1cccs1 (stereo not drawn) | i | -0.58 | 1191 | 39 | 36 | i | -11 | 1.1 | 1130 | 0.1 | 3.2 | 6.6 | -0.59 | -0.3 | 0.026 | 0.11 | 4 | 700 | 8%
CCC(=O)NC(C)C(c1cccs1)N1CCN(Cc2ccccc2)CC1 (stereo not drawn) | i | -0.06 | 1888 | 10 | -10 | i | 9 | 0.8 | 1078 | 2.0 | 4.0 | 6.9 | -0.91 | -0.21 | -0.54 | 0.21 | -4 | 636 | 6%
CCOC(=O)c1[nH]c2ccc(C)cc2c1N=C(C)N(C)C | i | 0.29 | 1313 | -6 | 4 | i | 0 | -0.6 | 1020 | 8.3 | 2.3 | 84 | -0.44 | -0.24 | -0.31 | -0.26 | 1 | 699 | -10%
Cc1onc(-c2ccccc2)c1C(=O)NNC(=S)NC(=O)c1ccc(Br)cc1 | i | 0.03 | 1510 | 31 | -11 | i | 19 | 1.2 | 1092 | 6.0 | 1.1 | 0.6 | 0.4 | -0.14 | 0.53 | -0.37 | -10 | 672 | 26%
O=C1c2ccccc2C(=O)N1Cc1cccnc1 | i | . | . | 13 | 2 | i | -4 | -0.8 | 1547 | 2.1 | 1.5 | 3.5 | 0.24 | -0.24 | 0.65 | -0.88 | 0 | 710 | 1%
CCOC(=O)Nc1nn(-c2ccc(C)cc2)c(=O)c(C#N)c1C | i | 1.1 | 979 | -34 | -10 | i | -8 | -0.1 | 1145 | 1.9 | 2.9 | 5.0 | -0.16 | -0.33 | -0.11 | -0.63 | 4 | 677 | 11%
O=C(NC(=S)Nc1cccc(S(=O)(=O)NC2=NCCC2)c1)c1cc(-c2ccco2)nc2ccccc12 | i | -0.1 | 940 | . | . | . | . | 1.0 | 1102 | . | . | . | 1.4 | -0.12 | 0.54 | -2.1 | -7 | 617 | -50%
CC1(C)CC2CC(C)(CN2C(=S)Nc2ccccc2F)C1 (stereo not drawn) | i | 0.24 | 1174 | -5 | 20 | i | 6 | 0.5 | 991 | 5.1 | 2.0 | 10 | -0.84 | -0.28 | -0.12 | 0.57 | -7 | 691 | 14%
COc1ccc(C(=O)Nc2ccccc2NC(=O)c2ccco2)cc1OC | i | -1.4 | 1261 | 17 | 27 | i | -9 | -1.7 | 811 | 2.2 | 1.2 | 4.0 | 0.14 | -0.13 | 0.35 | -0.4 | . | . | -15%
O=[N+]([O-])c1ccc(-c2ccc(S(=O)(=O)NCCN3CCCC3)cc2)cc1 | i | -0.85 | 923 | 12 | 1 | i | 8 | 0.5 | 1062 | 5.0 | 0.9 | 12 | 0.79 | -0.33 | 0.16 | -0.58 | -4 | 612 | 30%
COc1ccc(Br)cc1C(=O)O | i | 0.72 | 1296 | -21 | -3 | i | 12 | -1.0 | 1121 | 3.0 | 3.1 | 4.1 | 1.4 | -0.24 | 1.1 | -0.001 | . | . | 2%
Cc1cc2c(NC(=O)Nc3ccc(F)cc3)cccc2nn1 | i | 0.24 | 1309 | . | . | . | . | 7.6 | 962 | . | . | . | 0.79 | -0.3 | 0.38 | 0.31 | -1 | 742 | 1%
Cc1c(Br)cc(C(=O)N2CCN(CCO)CC2)c(C)c1C | i | 0.63 | 1255 | 13 | 15 | i | -1 | 3.3 | 946 | 4.3 | 1.7 | 3.2 | -0.32 | -0.25 | -0.23 | 0.91 | 9 | 810 | 13%
CCOC(=O)c1cccc(NC(=O)/C(=C\c2ccccc2)NC(=O)c2ccccc2Cl)c1 | i | -1.1 | 1532 | 0 | -10 | i | 1 | 4.0 | 1414 | 1.7 | 1.6 | 8.0 | -0.24 | -0.18 | -0.23 | 0.32 | . | . | -21%
CCCCN(C)C(=O)c1cc2cc3cc(OC)ccc3nc2o1 | i | -0.69 | 1184 | 6 | 16 | i | 12 | -2.4 | 1071 | 2.7 | 2.9 | 1.1 | 0.66 | -0.21 | 0.53 | -0.4 | -2 | 704 | -41%
Oc1ccccc1/C=N/N1CCN(c2ccccn2)CC1 | i | -0.35 | 1022 | . | . | . | . | -0.8 | 1332 | . | . | . | -0.48 | -0.28 | -0.21 | 1.6 | 22 | 725 | -41%

Next entries follow.
SMILES | Yfh1-off respiration | Ins promoter up | Ins promoter up cell count | WT yeast gro inh | WT yeast gro inh mutant strain | Autophagy mod | Autophagy mod cell loss 18 h | bCat nuc transl | bCat nuc transl cell count 5 µM | MT stabilize HCS | MT stabilize HCS Hoechst-high % | MT stabilize HCS cytotoxicity % | Dynein cargo inh | Dynein cargo inh cytoplasmic EGFP | Dynein cargo inh nuclear GR-EGFP | Dynein cargo inh cell count | Lipid droplet | Lipid droplet cells 6.5 µM | HEK293 NOD2/NF-kB
COc1cc(/C=C(/C#N)c2ccc(F)cc2)ccc1OCc1ccc(C(=O)O)o1 | i | -0.32 | 1167 | -5 | -5 | i | -5 | 0.5 | 1226 | 3.1 | 2.0 | 4.8 | -0.67 | -0.26 | -0.098 | 0.94 | -2 | 816 | 5%
COc1ccccc1OCC(=O)N1CCN(c2ccccc2OC)CC1 | i | -0.08 | 1099 | 7 | 1 | . | . | -0.6 | 1252 | . | . | . | . | . | . | . | -17 | 691 | -3%
Cc1ccc(C(=O)NC(O)C(Cl)Cl)cc1 (stereo not drawn) | i | -0.14 | 1304 | -1 | -15 | i | 9 | -0.1 | 566 | 3.3 | 2.3 | 1.2 | 0.056 | -0.11 | 1.2 | -0.58 | 1 | 725 | -2%
Cc1c(S(=O)(=O)c2ccccn2)c(N)n(Cc2ccccc2Cl)c1C | i | . | . | . | . | . | . | 0.0 | 1382 | . | . | . | -0.52 | -0.23 | -0.19 | 0.29 | -4 | 760 | 9%
O=C(CN1CCCCCC1)Nc1ccc(Oc2ccccc2)cc1 | i | 0.19 | 1297 | 15 | 18 | i | -16 | -1.3 | 1076 | 4.1 | 2.8 | 1.3 | -0.31 | -0.28 | -0.055 | 0.71 | -1 | 688 | -21%
COc1ccc(OC)c(-n2c(SCC(=O)Nc3cccc(S(N)(=O)=O)c3)nc3ccccc3c2=O)c1 | i | 0.02 | 1423 | . | . | . | . | 1.4 | 1008 | . | . | . | -0.17 | -0.3 | -0.34 | 1.1 | 20 | 780 | 24%

These rows are one share of the data; the hit share may differ from the screen's.
